# OXTR agonist – agonists of human oxytocin receptor; CHO-OTR cells, Fluo-8 calcium fluorescence; normalized: DMSO 0%, oxytocin 100%; P30559; AID 2435; activation, % at 3 µM; 320,000 compounds, 0.32% hits;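 active = activation above the mean of all tested compounds plus 3 SD, cutoff set per screening run, cut at about 20% in these data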;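 also: peak over basal fluorescence ratio from a 100 s FLIPR kinetic read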
# Target sequence (P30559 whole entry, looked up): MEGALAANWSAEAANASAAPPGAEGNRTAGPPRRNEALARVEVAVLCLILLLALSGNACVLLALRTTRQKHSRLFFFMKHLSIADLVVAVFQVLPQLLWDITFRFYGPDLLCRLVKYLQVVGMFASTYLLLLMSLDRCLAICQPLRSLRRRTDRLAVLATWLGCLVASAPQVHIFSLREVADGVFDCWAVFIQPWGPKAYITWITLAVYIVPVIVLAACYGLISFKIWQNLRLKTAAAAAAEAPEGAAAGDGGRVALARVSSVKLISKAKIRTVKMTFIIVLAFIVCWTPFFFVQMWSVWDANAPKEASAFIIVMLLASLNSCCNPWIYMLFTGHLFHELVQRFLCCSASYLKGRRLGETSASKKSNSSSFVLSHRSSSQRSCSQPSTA
# V1aR counter – counter-screen for oxytocin receptor agonists: human V1a receptor agonists. CHO-V1R cells, Fluo-8 calcium fluorescence, agonist mode; 0% DMSO, 100% 3 nM vasopressin. AID 2797. activation, % at 3 µM. 320,000 compounds, 0.25% hits. P37288;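 active = activation above the mean activation of all tested compounds plus 3 SD, per screening run, cut at about 20% in these data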;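 also: signal is peak over basal fluorescence ratio across a 100 second FLIPR read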
# Target sequence (P37288 whole entry, looked up): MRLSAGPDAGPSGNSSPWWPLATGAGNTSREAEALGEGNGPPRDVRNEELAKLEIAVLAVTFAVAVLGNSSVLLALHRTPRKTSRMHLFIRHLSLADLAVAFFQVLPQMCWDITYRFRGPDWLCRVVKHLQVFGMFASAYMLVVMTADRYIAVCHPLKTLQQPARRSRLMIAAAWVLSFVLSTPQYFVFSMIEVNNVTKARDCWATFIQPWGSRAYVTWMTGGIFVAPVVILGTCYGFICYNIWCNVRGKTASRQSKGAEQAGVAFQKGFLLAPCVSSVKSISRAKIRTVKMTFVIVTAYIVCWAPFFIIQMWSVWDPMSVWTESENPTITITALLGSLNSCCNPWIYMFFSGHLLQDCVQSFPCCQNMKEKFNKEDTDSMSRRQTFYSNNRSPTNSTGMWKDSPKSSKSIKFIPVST
# GalR3 antag – human GalR3 antagonism; O60755; HEK293 GalR3-CNG cAMP membrane potential fluorescence; galR3 body fused to GalR1 C-terminus; inhibition, % at 3 µM; 360,000 compounds, 0.44% hits;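 active = inhibition above the screen-wide average plus 3 SD, cut at about 13% in these data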;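 also: forskolin and galanin both at EC90 stimulate the cells; cAMP rise reported by CNG channel membrane potential dye signal; 0% = forskolin plus galanin with DMSO and 100% = forskolin alone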
# * = called active by the depositor. A portion of the library. The share of hits here may be higher or lower than overall.
1) O=C1CCCN1c1ccc(C(=O)N(Cc2nnc(-c3ccccc3Cl)o2)C2CC2)cc1
2) COc1ccc(NC(=O)C2CC3CCC2C3)c(OC)c1 (centres undefined)
3) O=C(CNC(=O)c1sc2ccccc2c1Cl)Nc1ccccc1F
4) Cc1ccc(S(=O)(=O)N2CCN(C(=O)COC(=O)CNC(=O)c3ccc(Cl)cc3Cl)CC2)cc1
5) Cc1cc(=O)oc2cc(NC(=O)COc3ccccc3[N+](=O)[O-])ccc12
6) CC(=O)Nc1ccc(NC(=O)CSc2nnc(-c3cccnc3)o2)cc1
7) NNC(=O)C1CCN(S(=O)(=O)c2ccc(Cl)cc2)CC1
8) Cc1cc(S(=O)(=O)Nc2ccc(C(=O)NCC3CCCO3)cc2)ccc1F (centres undefined)
compound no.,1,2,3,4,5,6,7,8
OXTR agonist,0.2,-4.0,1.5,-2.0,-0.3,0.6,-1.1,2.8
V1aR counter,1.5,-1.3,-0.2,-1.2,-0.1,0.9,-0.5,2.0
GalR3 antag,2,-4,-4,-5,-6,-5,-5,-2

9) Cc1noc(C)c1COC(=O)c1cc(S(=O)(=O)N2CCOCC2)ccc1F
10) Cn1cncc1C#Cc1c(-c2ccc(S(C)(=O)=O)cc2)sc2ccccc12
11) CC(C)(Oc1ccc(Cl)cc1)C(=O)NCC1CCCO1 (centres undefined)
12) CN(CC(=O)Nc1ccccc1Br)C(=O)CN1CCN(Cc2cccc(Cl)c2)CC1
13) CCOc1ccc(NC(=O)CN(C)C(=O)COc2cccc(CC)c2)cc1OCC
14) O=C(Nc1ncccc1O)c1cccc(S(=O)(=O)N2CCCc3ccccc32)c1
15) COc1ccc(OC)c(/C=C/C(=O)c2ccc3c(c2)OCO3)c1
16) CCn1c(SCc2ccccc2)nc2ccccc2c1=O
compound no.,9,10,11,12,13,14,15,16
OXTR agonist,2.4,8.9,-1.1,1.6,-1.4,-1.4,-0.8,-3.9
V1aR counter,0.7,4.2,-0.7,2.7,-1.5,0.3,0.2,0.1
GalR3 antag,-2,-6,-2,-5,-3,-3,-4,-2

17) CCOC(=O)c1[nH]cnc1C(=O)N1CCN(C(=O)OC(C)(C)C)CC1
18) O=C(CSc1n[nH]c(=O)[nH]c1=O)Nc1c(Cl)cc(Cl)cc1Cl
19) CCc1noc(C)c1C(=O)Nc1nc2c(F)cc(F)cc2s1
20) COc1cc(OC)nc(Oc2ccccc2/C=N/O)n1
21) CCOc1ccc(OCCCC(=O)NNC(=O)c2ccncc2)cc1
22) Cc1c(S(=O)(=O)N2CCC(C)CC2)c(=O)n(C)c(=O)n1C
23) CCOc1ccccc1NC(=O)CSc1cn[nH]n1
24) CC(C)(C)[C@@H]1COC(=O)[C@H](Cc2ccc(F)cc2)CC/C=C\C[C@H](CC(=O)N(CCO)Cc2ccccc2)C(=O)N1
compound no.,17,18,19,20,21,22,23,24
OXTR agonist,0.3,1.4,4.5,0.6,-0.3,-0.7,0.1,-0.7
V1aR counter,-0.8,0.3,4.4,0.4,-0.3,0.8,-1.0,1.5
GalR3 antag,-2,-5,-5,2,-1,1,-4,0

25) CCCN(C(=O)c1c(-c2ccccc2)noc1C)c1c(N)n(Cc2ccccc2)c(=O)[nH]c1=O
26) O=C(CNC(=O)c1ccc2ccccc2c1)Nc1ncccc1O
27) N#Cc1cccc(NC(=O)COC(=O)CCc2ccc(S(=O)(=O)N3CCOCC3)cc2)c1
28) Cn1c(SCC(=O)NCCc2ccccc2)ncc(C(=O)Nc2ccccc2)c1=O
29) CN(C(=O)Cn1c(Cl)nc2c1c(=O)n(C)c(=O)n2C)C1CCS(=O)(=O)C1 (centres undefined)
30) CC(C)Cn1nc(C(=O)Nc2cccc(S(=O)(=O)N3CCCC3)c2)c2ccccc2c1=O
31) C[C@H](CO)N1C[C@H](C)[C@@H](CN(C)S(=O)(=O)c2ccc(F)cc2)Oc2ccc(NC(=O)C3CCCCC3)cc2C1=O
32) O=C(NCCC(=O)N1CCN(c2ccccn2)CC1)c1ccc(Br)cc1
compound no.,25,26,27,28,29,30,31,32
OXTR agonist,-0.4,2.1,6.1,-0.4,0.7,-1.4,0.6,-1.0
V1aR counter,0.2,0.4,7.4,0.5,-0.2,0.7,0.9,-1.1
GalR3 antag,-3,-6,5,-4,-4,-4,-5,-3

# Values in list order from the list.
# Entries 23–32 in GalR3 antag read -4, 0, -3, -6, 5, -4, -4, -4, -5, -3
# Entries 23–32 in OXTR agonist read 0.1, -0.7, -0.4, 2.1, 6.1, -0.4, 0.7, -1.4, 0.6, -1.0

# Carrying on:
33) CSCCC(NC(=O)CCNC(=O)c1ccccc1Cl)c1nc2ccccc2[nH]1 (centres undefined)
34) CCN(C[C@H]1N[C@@](C)(C(=O)OC)[C@H]2C(=O)N(Cc3ccccc3)C(=O)[C@@H]12)S(=O)(=O)c1ccc(C)cc1
35) CCOC(=O)c1c(NC(=O)COC(=O)c2ccccn2)sc(C)c1C
36) COc1ccc(NC(=O)CSCC(=O)N(C)Cc2cccc(OC)c2OC)cc1
37) Cc1nc2ccc(NS(=O)(=O)c3ccc(F)cc3F)cc2s1
38) Cc1ccc(OCC(=O)NNC(=O)C2CCN(c3ncnc4sc(C)c(C)c34)CC2)cc1
39) COCCN(C(=O)COC(=O)c1ccc(C)o1)c1c(N)n(Cc2ccccc2)c(=O)[nH]c1=O
40) COc1ccc(CNC(=O)C2(CC3CC(c4ccccc4)=NO3)CCN(C(=O)c3cccc(O)c3)CC2)cc1 (centres undefined)
compound no.,33,34,35,36,37,38,39,40
OXTR agonist,0.6,-2.2,-0.3,2.7,8.3,0.2,0.4,0.0
V1aR counter,0.5,1.6,1.6,1.7,6.8,2.2,0.4,0.2
GalR3 antag,-6,-3,-6,0,-7,1,-4,-1

41) O=C(COC(=O)c1ccc(O)cc1O)c1ccc2c(c1)OCCO2
42) Clc1cc(Cl)c(Cl)cc1Cl
43) COc1ccc(OCC(=O)Nc2ccc(S(=O)(=O)Nc3cc(C)on3)cc2)cc1
44) CCCCn1c(N)c(N(C)C(=O)c2cc3c(F)cccc3s2)c(=O)[nH]c1=O
45) CC(C)Cn1c(N)c(C(=O)COC(=O)c2cc(S(=O)(=O)N3CCOCC3)ccc2Br)c(=O)n(C)c1=O
46) COc1ccc(-c2csc(NC(=O)CCNC(=O)c3ccco3)n2)cc1OC
47) Cn1cnnc1SCC(=O)Nc1ccc(S(=O)(=O)N2CCOCC2)cc1
48) Cc1csc(=O)n1CCC(=O)NCc1ccc(F)cc1
compound no.,41,42,43,44,45,46,47,48
OXTR agonist,8.9,0.3,1.2,0.2,3.7,-0.4,0.6,1.9
V1aR counter,5.7,1.5,0.1,0.5,3.1,1.0,0.1,0.7
GalR3 antag,-7,2,-1,-4,-7,-7,-7,-1

# The last four records of the section above come first, to join the parts:
45) CC(C)Cn1c(N)c(C(=O)COC(=O)c2cc(S(=O)(=O)N3CCOCC3)ccc2Br)c(=O)n(C)c1=O
46) COc1ccc(-c2csc(NC(=O)CCNC(=O)c3ccco3)n2)cc1OC
47) Cn1cnnc1SCC(=O)Nc1ccc(S(=O)(=O)N2CCOCC2)cc1
48) Cc1csc(=O)n1CCC(=O)NCc1ccc(F)cc1
49) O=C(Nc1ccc(S(=O)(=O)N2CCCCC2)cc1)c1ccc(Cl)nc1
50) COc1ccc(OC)c(NC(=O)COC(=O)CCc2nc3ccccc3c(=O)[nH]2)c1
51) CCc1ccc([C@@H]2CC=C(C(=O)O)CN2S(=O)(=O)c2ccc(C)cc2)cc1
52) CC(C)(C)OC(=O)N1CCC2(CC1)Oc1ccc(F)cc1C(=O)C21CC(c2ccccc2)=NO1 (centres undefined)
53) CC(C)(C)N(Cc1ccccc1)C(=O)COC(=O)[C@@H]1CCCN1C(=O)c1cccs1
54) CCCN(CC(=O)Nc1ccccc1C)C(=O)COC(=O)CSc1ccc([N+](=O)[O-])cc1
55) O=C1NC(Cc2ccc(O)cc2)c2nc3ccc(Cl)cc3c(=O)n2-c2cc(Cl)ccc21 (centres undefined)
56) C=CCn1c(SCC(=O)c2ccc(O)c(O)c2)nnc1-c1ccc(OC)cc1
compound no.,45,46,47,48,49,50,51,52,53,54,55,56
OXTR agonist,3.7,-0.4,0.6,1.9,14,1.2,1.5,3.1,-2.2,-0.2,1.6,0.6
V1aR counter,3.1,1.0,0.1,0.7,11,1.1,1.1,0.4,-1.5,2.3,1.8,-0.1
GalR3 antag,-7,-7,-7,-1,-2,-2,-4,-9,-4,-2,-9,-5

# Just GalR3 antag, for some of the entries so far:
no. | mol | GalR3 antag
49 | O=C(Nc1ccc(S(=O)(=O)N2CCCCC2)cc1)c1ccc(Cl)nc1 | -2
50 | COc1ccc(OC)c(NC(=O)COC(=O)CCc2nc3ccccc3c(=O)[nH]2)c1 | -2
51 | CCc1ccc([C@@H]2CC=C(C(=O)O)CN2S(=O)(=O)c2ccc(C)cc2)cc1 | -4
52 | CC(C)(C)OC(=O)N1CCC2(CC1)Oc1ccc(F)cc1C(=O)C21CC(c2ccccc2)=NO1 (centres undefined) | -9
53 | CC(C)(C)N(Cc1ccccc1)C(=O)COC(=O)[C@@H]1CCCN1C(=O)c1cccs1 | -4

# Carrying on:
57) COc1cccc(C(=O)OCC(=O)c2c(N)n(C)c(=O)n(C)c2=O)c1
58) O=S(=O)(c1ccccc1)C1Cc2ccccc2C1Cl (centres undefined)
59) CN(C)C1=NCCN1CCCC1CCCCC1
60) COc1ccccc1NC(=O)c1ccc([N+](=O)[O-])o1
61) O=C(Cc1cccc([N+](=O)[O-])c1)Nc1cccc(C(=O)N2CCCCC2)c1
62) O=C(COC(=O)c1cccc(Cl)c1)Nc1ccc2[nH]c(=O)[nH]c2c1
63) COC(=O)C[C@H]1c2ccc(C(F)(F)F)cc2S(=O)(=O)N1Cc1ccccc1
64) O=[N+]([O-])c1ccc(NS(=O)(=O)N2CCOCC2)cc1
compound no.,57,58,59,60,61,62,63,64
OXTR agonist,3.3,-0.4,0.2,-1.1,3.4,0.6,-0.8,1.2
V1aR counter,1.2,2.7,1.5,-1.8,1.4,0.6,-0.3,0.5
GalR3 antag,-4,6,-3,-4,-6,-3,-5,-1

65) COC(=O)[C@]1(Cc2ccccc2)N[C@H](c2ccc(-c3ccc4c(c3)OCO4)cc2)[C@@H]2C(=O)N(C)C(=O)[C@@H]21
66) CN(C)S(=O)(=O)c1ccc(N2CCCC2)c(C(=O)Nc2ccc(F)cc2F)c1
67) C=CCOCCn1[nH]c2ccccc2c1=O
68) CCOC(=O)c1cc(NC(=O)Cc2ccc(S(=O)(=O)N3CCOCC3)s2)cc(C(=O)OCC)c1
69) c1ccc(-c2ccc3ccccc3n2)cc1
70) COc1ccccc1CN(C)C(=O)c1cccc(S(=O)(=O)N2CCCC2)c1
71) COc1ccc(C)cc1S(=O)(=O)Nc1cc2c3c(c1)CC(=O)N3CCC2
72) Cc1cc(S(=O)(=O)NCCc2ccncc2)cc(C)c1F
compound no.,65,66,67,68,69,70,71,72
OXTR agonist,1.0,0.4,0.2,-0.9,-2.3,0.9,0.8,0.3
V1aR counter,1.5,1.7,0.6,6.1,-1.7,1.1,1.1,-1.2
GalR3 antag,4,-2,6,-3,-3,-6,-2,-4

73) COC(=O)c1cc(NC(=O)COC(=O)C2CCC2)cc(C(=O)OC)c1
74) C=CC[C@@H](Cc1ccc(F)cc1)C(=O)OC[C@@H]1CCCN1C(=O)[C@H](CC=C)CC(=O)NCCO
75) N#Cc1ccc(OCC(=O)OCC(=O)c2ccccc2)cc1
76) CCCCn1c(N)c(N(CC)C(=O)C2CCN(C(=O)c3ccccc3C)CC2)c(=O)[nH]c1=O
77) O=C(CSc1ccccc1F)NC(=O)c1ccc(Cl)cc1
78) O=C1[C@H]2[C@@H](c3ccc(F)cc3)N3C(=O)N(c4ccccc4)C(=O)[C@@]3(Cc3ccccc3)[C@H]2C(=O)N1C1CCCCC1
79) CCC(NC(=O)CCC(=O)N1CCN(S(=O)(=O)c2ccc(C)cc2)CC1)c1ccc(C)cc1 (centres undefined)
80) Cc1sc2nc(CN3CCCC3)nc(N3CCN(S(=O)(=O)c4cccc(F)c4)CC3)c2c1C
81) C[C@H](CO)N1C[C@H](C)[C@@H](CN(C)S(=O)(=O)c2ccccc2)Oc2c(NC(=O)Cc3ccccc3)cccc2C1=O
82) Cc1ccc(/C=N/NC(=O)c2cc3c(s2)CCCC3)o1
compound no.,73,74,75,76,77,78,79,80,81,82
OXTR agonist,-0.4,0.4,-0.5,0.3,-0.5,0.6,0.3,0.6,0.4,-1.8
V1aR counter,-1.3,1.0,-0.4,0.6,2.1,2.6,2.5,0.6,0.5,0.0
GalR3 antag,-1,-1,-6,3,-2,-6,-4,-3,-4,-7

# Screening results (PubChem BioAssay)
